TDP1 block – blocks human tyrosyl-DNA phosphodiesterase 1; Q9NUW8; recombinant TDP1, AlphaScreen DNA substrate cleavage; Potency, µM (series often up to 130 µM), without a hit: top-dose activity change, negative = inhibition, usual class: inhibitors; hit rate 0.28% among 350,000; AID 485290; also: nearly all actives have a fitted effect of over 40% in size
Target sequence (Q9NUW8 whole entry, looked up): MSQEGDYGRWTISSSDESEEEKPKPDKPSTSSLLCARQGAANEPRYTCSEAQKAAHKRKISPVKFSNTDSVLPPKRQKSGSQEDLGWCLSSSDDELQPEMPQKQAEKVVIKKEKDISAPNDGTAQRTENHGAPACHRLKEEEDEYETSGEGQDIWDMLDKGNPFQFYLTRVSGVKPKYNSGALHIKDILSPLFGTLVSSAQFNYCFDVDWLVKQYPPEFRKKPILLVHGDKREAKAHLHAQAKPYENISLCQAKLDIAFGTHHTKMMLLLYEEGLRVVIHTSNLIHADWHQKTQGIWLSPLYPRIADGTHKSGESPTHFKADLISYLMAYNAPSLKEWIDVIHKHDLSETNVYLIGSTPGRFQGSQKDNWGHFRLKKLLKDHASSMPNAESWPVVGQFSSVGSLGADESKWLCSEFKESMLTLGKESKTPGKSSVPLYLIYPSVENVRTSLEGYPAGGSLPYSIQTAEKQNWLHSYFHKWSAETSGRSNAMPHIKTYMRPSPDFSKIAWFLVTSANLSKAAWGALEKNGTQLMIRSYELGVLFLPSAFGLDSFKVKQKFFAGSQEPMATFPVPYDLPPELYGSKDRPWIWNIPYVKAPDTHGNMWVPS
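AlphaScreen read-out: signal falls as enzyme removes the 3' tyrosine-FITC from a 5'-biotinylated DNA oligo (15 nM, 5 min, RT). Enzyme was E. coli-made recombinant Tdp1 at 1 nM, exposed to compound for 15 min beforehand; beads 10 ug/ml, 10 min.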
DT40 TDP1 CPT – DT40-hTDP1 cell growth loss with CPT. hit rate 12% among 420,000. Potency, µM (top dose mostly 46.2 µM), without a hit: at the highest dose activity change, negative = growth inhibition, most hits filed as inhibitors. chicken DT40 Tdp1-/-;hTDP1 cells + 20 nM CPT, ATP luminescence, 48 h; also: nearly all actives have a fitted effect of over 55% in size
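Chicken DT40 Tdp1-/- cells complemented with human TDP1, 400 cells/well, exposed to compounds plus 20 nM camptothecin for at least 48 h at 37 C; viability read as ATP content by CellTiter-Glo luminescence.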
TDP1 cell noCPT – qHTS for Inhibitors of human tyrosyl-DNA phosphodiesterase 1 (TDP1): qHTS in cells in absence of CPT | DT40 Tdp1-/- hTDP1 cells, no CPT, ATP luminescence, 48 h | Potency, µM (top dose mostly 46.2 µM), for inactives: at the top dose activity change, negative = growth inhibition, usual class: inhibitors | hit rate 15% among 420,000; also: nearly all actives have a fitted effect of over 55% in size
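Stably hTDP1-transfected Tdp1-null chicken DT40 cells were treated with library compounds minus camptothecin and grown for at least 48 hr at 37 °C, after which cellular ATP was quantified by luminescence.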
Starred values were filed as active, the others as inactive; ? = inconclusive; nt = no result given; & = joins results of further samples; [ ] = dose if it differs, or a comment. Calls follow the shape of the dose curve; as a rule, active = well fitted curve in the direction sought with a large enough effect; inconclusive = small, poorly fitted or top-dose-only effect, or another doubt; inactive = no such curve, though single readings can be large; an effect the other way counts as inactive or inconclusive. % is scaled to controls: 0 for no effect and ±100 for the full control effect; potency is read from the fitted curve at half-maximal effect. These rows are one share of the data (hit frequency here may not be typical).

SMILES	TDP1 block	DT40 TDP1 CPT	TDP1 cell noCPT
CC(=O)Nc1ccc(OC(=O)N2CCCCC2)cc1	2%	3%	4%
COC(=O)Cn1cc(C=C2C(=O)NC(=O)NC2=O)c2ccccc21	nt	-10%	-23%
CC(=O)c1cccc(NC2=NCC(C)S2)c1 (configuration not stated)	-1%	-11%	-29%
CC12CC1(C)C(=O)N(c1cc(Cl)cc(Cl)c1)C2=O (configuration not stated)	6%	-18%	11%
O=C1NC(=O)N(CCc2ccc(F)cc2)C(=O)/C1=C/c1cccs1	0%	16µM*	16µM*
C=CCc1ccc(OCCn2nnc3ccccc32)c(OC)c1	nt	10µM*	8.2µM*
O=C(Nc1ccc(OC(=O)N2CCCCC2)cc1)N1CCOCC1	3%	2%	4%
COc1ccc(Sc2cnn(-c3ccccc3)c(=O)c2Cl)cc1	0%	?	?
COc1cccc(C(=O)C2CCCN(Cc3cccc(C)n3)C2)c1 (configuration not stated)	8%	18µM*	16µM*
NC(N)=N/N=C/c1ccc(N2CCOCC2)cc1	3%	4.6µM*	4.6µM*
CC1=CC(C)CC(C)OC(=O)CC(c2ccc(O)cc2)NC(=O)C(Cc2c(Br)[nH]c3ccccc23)N(C)C(=O)C(C)NC(=O)C(C)C1 (configuration not stated)	nt	0.026µM*	0.015µM*
O=C(CSC1c2ccccc2-c2ccccc21)N/N=C/c1ccccc1C(=O)O	2%	3%	?
CCN(CC)C(=O)c1ccc(NC(=O)CN2CCc3cc(OC)c(OC)cc3C2)cc1	nt	5%	-9%
O=[As](O)(O)c1ccc(N=Nc2ccc(O)cc2)cc1	-8%	2%	-8%
CCN1C[C@@]2(COC)C3[C@@H](OC)C4[C@@H]1[C@@]3(C1C[C@@]3(O)[C@H](OC(=O)c5ccccc5)C1[C@]4(OC(C)=O)[C@@H](O)[C@@H]3OC)[C@@H](OC)C[C@H]2O (some centres not stated)	-9%[56.1 µM]	-4%	16%
Cc1ccc(N2C(=O)CC(=O)NC2=O)cc1	-12%	-13%	-5%
CCOC(=O)c1ccc(NC(=O)N2CC3CC(C2)c2cccc(=O)n2C3)cc1 (configuration not stated)	4%	-16%	-12%
O=C(C[N+]12CCN(CC1)CC2)NCCc1ccc(Cl)cc1Cl	4%	-6%	-24%
Brc1ccc(-[n+]2c(-c3ccccc3)cc(-c3ccccc3)cc2-c2ccccc2)cc1	4%	10µM*	2.6µM*
O=C1CN=C(c2ccccc2)c2cc(Br)ccc2N1	nt	11%	?

Limited to TDP1 cell noCPT and DT40 TDP1 CPT (3 entries from above):
Compound,TDP1 cell noCPT,DT40 TDP1 CPT
O=C(Nc1ccc(OC(=O)N2CCCCC2)cc1)N1CCOCC1,4%,2%
COc1ccc(Sc2cnn(-c3ccccc3)c(=O)c2Cl)cc1,?,?
COc1cccc(C(=O)C2CCCN(Cc3cccc(C)n3)C2)c1 (configuration not stated),16µM*,18µM*

(list continues)
SMILES	TDP1 block	DT40 TDP1 CPT	TDP1 cell noCPT
Cn1cc(C(=O)NCc2ccccc2)c2ccccc21	0%	?	-7%
O=C(CCC(=O)N1CCOc2ccc(Cl)cc21)N1CCC2(CC1)OCCO2	0%	-2%	28%
O=C1/C(=C\c2ccc([N+](=O)[O-])cc2)N2CCC1CC2	-6%	-14%	?
CCOc1cc(C=C2C(=O)NC(=O)NC2=O)ccc1OS(=O)(=O)c1ccccc1	7%	?	?
O=P(Oc1ccccc1)(Oc1ccccc1)c1ccccc1	?	?	16µM*
COc1ccc(OC)c(C(O)C2CCCCN2)c1 (configuration not stated)	nt	6%	-11%
COc1cc(O)cc2c1C(=O)O[C@@H](C)CCCC(=O)CCCCC2	nt	?	?
COc1cccc(OP(=O)(Nc2ccccc2)Oc2cccc(OC)c2)c1	nt	?	-24%
O=C1NC[C@H](CCCCN2C[C@@H](Cc3ccccc3)N(CC3CCCCC3)C(=O)C2=O)N(CCC2CCCCC2)C1=O	nt	18µM*	13µM*
COc1ccc(/C=C2/C(=O)NC(=O)N(c3ccccc3)C2=O)cc1CN1C(=O)c2ccccc2C1=O	nt	?	?
NC(N)=Nc1ccc2[nH]c3c(c2c1)C[C@@]1(O)[C@H]2Cc4ccc(O)c5c4[C@@]1(CCN2CC1CC1)C3O5 (some centres not stated)	0%	-7%	-8%
CCc1nnc(NS(=O)(=O)c2ccc(N=Cc3c(O)n(-c4ccccc4)c(=O)[nH]c3=O)cc2)s1	-3%	-1%	-6%
CCC1(c2ccccc2)C(=O)NC(=O)N(C)C1=O (configuration not stated)	5%	13%	-2%
Cc1nn(Cc2ccccc2)c(C)c1C(=O)OCC(=O)Nc1cccc(S(N)(=O)=O)c1	5%	11%	-5%
O=C(c1ccc2c(c1)N(Cc1ccc(F)cc1Cl)C(=O)c1ccccc1S2)N1CCC2(CC1)OCCO2	8%	23µM*	23µM*
CC[C@H](C)[C@@H]1NC(=O)CNC(=O)c2csc(n2)[C@H](C(C)(C)O)OC(=O)C(C)(C)[C@H](CCCC(C)(Cl)Cl)OC(=O)c2csc1n2	nt	0.052µM*	0.18µM*
O=c1c2ccccc2nc(/C=C/c2ccco2)n1-c1ccccc1O	-12%	15µM*	?
COc1cc(-n2c(=S)[nH]c3ccccc3c2=O)c(Cl)cc1Cl	7%	?	26µM*
CN(Cc1ccccc1)C(=O)Cn1c(=O)oc2cc(S(=O)(=O)NCc3ccccc3)ccc21	0%	15µM*	21µM*
CN1CCC(O)(c2ccc(F)cc2)C(C(=O)c2ccc(F)cc2)C1 (configuration not stated)	3%	?	?

Next section, starting with the last five of the part before.
SMILES	TDP1 block	DT40 TDP1 CPT	TDP1 cell noCPT
CC[C@H](C)[C@@H]1NC(=O)CNC(=O)c2csc(n2)[C@H](C(C)(C)O)OC(=O)C(C)(C)[C@H](CCCC(C)(Cl)Cl)OC(=O)c2csc1n2	nt	0.052µM*	0.18µM*
O=c1c2ccccc2nc(/C=C/c2ccco2)n1-c1ccccc1O	-12%	15µM*	?
COc1cc(-n2c(=S)[nH]c3ccccc3c2=O)c(Cl)cc1Cl	7%	?	26µM*
CN(Cc1ccccc1)C(=O)Cn1c(=O)oc2cc(S(=O)(=O)NCc3ccccc3)ccc21	0%	15µM*	21µM*
CN1CCC(O)(c2ccc(F)cc2)C(C(=O)c2ccc(F)cc2)C1 (configuration not stated)	3%	?	?
O=C1/C(=C/c2ccc(N(CCCl)CCCl)cc2)Cc2ccccc21	nt	4.5µM*	7.9µM*
CCc1nc(SC)ncc1C(=O)Nc1ccc(Cl)cc1C(=O)c1ccccc1	4%	-1%	?
CC[C@@]1(O)C(=O)OCc2c1cc1n(c2=O)Cc2cc3c(N)cccc3nc2-1	?	0.16µM*	0.13µM*
CC(=O)OC1C=CC2[C@H]3Cc4ccc(O)c5c4[C@@]2(CCN3C)C1O5 (some centres not stated)	1%	8%	-4%
COc1ccc2c(c1OC)C(=O)OC2c1c(O)n(C2CCCCC2)c(=O)[nH]c1=O (configuration not stated)	-3%	5%	8%
N[C@]1(C(=O)O)CC[C@@H](C(=O)O)C1 (racemic)	-9%&11%	8%&-1%	-21%&-2%
CC(=O)C1(c2ccccc2)CCN(C(=O)C2CCC(=O)N(CCc3cccc(F)c3)C2)CC1 (configuration not stated)	5%	-68%	23µM*
Cc1cc(/C=C2\C(=O)NC(=O)N(c3ccc(F)cc3)C2=O)c(C)n1-c1ccc(C(=O)O)cc1	6%	-11%	-10%
Cc1ccc(OC(F)F)c(N2C(=O)C3C4CCC(O4)C3C2=O)c1 (configuration not stated)	1%[56.1 µM]	15%	-22%
O=P1(Nc2cccnc2)COc2ccccc2OC1	3%	4%	-18%
C=CCN=C=S	8%	-6%	-9%
CON(C)C(=O)Nc1ccc(Cl)cc1	-1%	?	-9%
O=C1CC(=O)N(c2ccc(Cl)cc2Cl)C(=O)N1	0%	1%	-8%
COC(=O)C1=C(c2ccccc2)C[C@@H]2CC[C@H]1N2C(=O)N1CCOCC1	nt	?	?
CCC(=O)c1ccc(OCC(=O)N2CCN(CC(=O)Nc3ccc(C)cc3)CC2)cc1	1%	?	?
Nc1ccc(CCN2CCCC2)cc1	5%	7%	1%
O=C1N(c2ccccc2)C(c2cccnc2)N2CCCN12 (configuration not stated)	5%	?	?
CCCCCCCC(=O)NC(Oc1ccccc1[N+](=O)[O-])C(Cl)(Cl)Cl (configuration not stated)	1%	?	-16%
C=C(C)[C@H]1C2C(=O)O[C@H]1[C@H]1OC(=O)[C@@]34O[C@@H]3C[C@]2(O)[C@@]14C	5%	-2%&9%	-1%&-3%
CN1CCN(c2nc(N)cc(=O)[nH]2)CC1	1%	5%	-4%

Reprinted at random: 4 compounds from above.
SMILES	TDP1 block	DT40 TDP1 CPT	TDP1 cell noCPT
C=CCN=C=S	8%	-6%	-9%
O=P1(Nc2cccnc2)COc2ccccc2OC1	3%	4%	-18%
CCc1nc(SC)ncc1C(=O)Nc1ccc(Cl)cc1C(=O)c1ccccc1	4%	-1%	?
CC1=CC(C)CC(C)OC(=O)CC(c2ccc(O)cc2)NC(=O)C(Cc2c(Br)[nH]c3ccccc23)N(C)C(=O)C(C)NC(=O)C(C)C1 (configuration not stated)	nt	0.026µM*	0.015µM*

Continued.
SMILES	TDP1 block	DT40 TDP1 CPT	TDP1 cell noCPT
O=C(CNC(=O)c1ccc(Br)cc1)NCC(=O)OCC(=O)c1ccc([N+](=O)[O-])cc1	8%	?	-14%
CCC(C)(C)n1nnnc1C(c1cccc(C#N)c1)N1CCN(c2cc(C)ccc2C)CC1 (configuration not stated)	2%	16µM*	23µM*
C[N+]1(C)[C@@H]2CC[C@H]1CC(OC(=O)C(CO)c1ccccc1)C2 (some centres not stated)	6%&3%	-6%	11%
COc1ccc(OC)c(-n2c(O)c(C=NCCN3CCNCC3)c(=O)[nH]c2=S)c1	nt	-4%	7%
O=C1NC(=O)N(Cc2ccco2)C(=O)/C1=C/C=C/c1ccco1	nt	7.3µM*	9.2µM*
CCC(=NC(C)c1ccccc1)c1c(O)[nH]c(=O)[nH]c1=O (configuration not stated)	nt	4%	-17%
CC1C(OC(=O)CCC(=O)NC(C)(C)CO)O[C@H]2OC3(C)CC[C@H]4[C@H](C)CCC1C24OO3 (some centres not stated)	nt	0.82µM*	0.037µM*
CN1CN(c2ccccc2)C2(CCN(CCCSc3ccccc3NC(=O)/C=C/c3ccccc3)CC2)C1=O	nt	?	?
O=C(Nc1cccc(OC(=O)N2CCCCC2)c1)N1CCOCC1	6%	-15%	5.8µM*
OC1CCC(Nc2ccn3nc(-c4cccc(OCc5ccccc5)c4)cc3n2)CC1 (configuration not stated)	nt	?	?
Cc1c(NP(=S)(C(C)(C)C)C(C)(C)C)c(=O)n(-c2ccccc2)n1C	2%	-18%	-16%
O=C(NCCc1ccc(Cl)cc1)C(=O)NCC(c1cccs1)S(=O)(=O)c1cccs1 (configuration not stated)	10%	?	13µM*
O=C(NCc1cccnc1)C(Cl)(Cl)Cl	1%	6%	11%
COC(=O)C1=C(c2ccc(C(C)=O)cc2)C[C@@H]2CC[C@H]1N2C(=O)NCCCOC(C)C	0%	-8%	-2%
O=C(C(=O)N1CCOCC1)c1cn(Cc2ccccc2Cl)c2ccccc12	0%	?	?
C[C@@H](Cc1cccc(C(F)(F)F)c1)NCCCc1ccccc1	12%[56.1 µM]	13µM*	13µM*
CCCN1CCc2cccc3c2C1Cc1ccc(O)c(O)c1-3 (configuration not stated)	5%	3.7µM*	-89%
CCOC(=O)c1cccc(C2=C(CNC(=O)c3cccnc3)[C@H]3CC[C@@H](C2)N3Cc2ccccc2)c1	nt	?	21µM*
Cc1cc(Oc2ccc(C(F)(F)F)cc2[N+](=O)[O-])c2c3c(c(=O)oc2c1)CCCC3	-3%	-24%	?
C#C[C@]1(O)CCC2C3CCC4=C/C(=N/OCC(=O)NC(C)C(=O)NC(CCSC)C(=O)O)CC[C@]4(C)C3CC[C@@]21C (some centres not stated)	nt	-12%	4%
COc1ccc(-n2c(O)c(C=NCCN(C)C)c(=O)[nH]c2=O)cc1	nt	-23%	-1%
Cc1ccc2n1Cc1cnnn1-c1ccccc1-2	nt	?	?
Cc1cc(C(C)(C)C)cc(C)c1CC1=NCCN1	-8%	?	?
CCCCCCCCCCCCCCCCOC[C@H](COP(=O)([O-])OCC[N+](C)(C)C)OC(C)=O	6%&-3%	-16%[4.12 µM]	-18%[4.12 µM]
c1ccc2c(c1)cc1ccc3cccc4ccc2c1c34	nt	4%	-30%
CN1CCN(Cc2ccc3ccccc3c2)CC1	nt	-3%	-15%
CCOP(=O)(OCC)C(O)c1ccc(N(C)C)cc1 (configuration not stated)	6%	5%	-13%
Cc1c(N=Cc2c(O)n(CCc3ccc(F)cc3)c(=O)[nH]c2=O)c(=O)n(-c2ccccc2)n1C	1%	?	-15%
Cc1ccccc1Nc1c(-c2ccc(Br)cc2O)nc2sccn12	5%	?	?
CCOC(=O)[C@]12Cc3ccc4ccccc4c3[C@H]1N(Cc1ccccc1)C(=O)c1ccccc12	nt	?	?
